Source: PubChem
S2 tox = cell viability loss in ATXN counter-screen | S2 cells (HEK-293 line with an ATXN2-luciferase reporter) viability, CellTiter-Fluor protease fluorescence, 24 h | Potency, µM (highest dose often 56.7 µM), usual class: cytotoxic | actives 0.49% (n = 400,000) | AID 651635; note: potency is the fitted concentration of half-maximal effect; nearly all actives have a fitted effect of over 40% in size
HT1080 IDH1KD tx = HT-1080 IDH1 knockdown cell toxicity (counter line); HT-1080 IDH1 knockdown viability, ATP luminescence, 48 h; Potency, µM (series often up to 46.1 µM), inactives show top-dose activity, negative = toxicity, actives largely listed as cytotoxic; actives 2% (n = 360,000); AID 686971;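 note: potency is the fitted concentration of half-maximal effect; 0% = DMSO wells and -100% = cell-free medium wells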
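CellTiter-Glo luminescence after 48 h compound exposure at 37 degrees C of IDH1-knockdown HT-1080 cells in 5% FBS RPMI. %Activity scaled between DMSO wells and cell-free media wells, with curves fitted and assigned curve classes.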
HT1080NT lethal = kills 2HG-producing HT-1080-NT fibrosarcoma cells | Potency, µM (top dose mostly 46.1 µM), for inactives: top-dose activity, negative = less viability, hits mostly cytotoxic | HT-1080-NT fibrosarcoma viability, CellTiter-Glo ATP luminescence, 48 h | AID 686970 | actives 1.6% (n = 360,000);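 note: NT is the 2HG producing partner of a matched IDH1 knockdown line; potency is the fitted concentration of half-maximal effect; 0% = DMSO-treated cells and -100% = media-only wells without cells; nearly all actives have a fitted effect of over 55% in size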
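Read-out is CellTiter-Glo luminescence after 10 minutes at room temperature, following 48 hours' compound treatment of HT-1080-NT cells (750 cells/well, RPMI, 5% FBS, 37 degrees C).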
SW480 rerep = induces DNA re-replication in SW480 colon adenocarcinoma cells; SW480 DNA re-replication, Hoechst DNA content imaging, 48 h; Potency, µM (series often up to 46.1 µM), for inactives: top-dose re-replication activation, actives largely listed as activators; actives 1.8% (n = 340,000); AID 624297; note: potency is the fitted concentration of half-maximal effect; % of control where 0% means no effect; nearly all actives have a fitted effect of over 55% in size
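Compounds, transferred as 23 nL by pin tool, were incubated with cells for 48 hr; DNA content per nucleus was then quantified by Hoechst staining and fluorescence plate imaging.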
HepG2 tox = counter-screen for TGF-b inhibitors: cytotoxicity in HepG2 cells; HepG2 CAGA-GFP viability, ATP luminescence, 18 h; actives 0.76% (n = 410,000); Potency, µM (doses to about 46.1 µM), inactives show top-dose activity change, negative = cytotoxicity, most hits filed as cytotoxic; note: potency is the fitted concentration of half-maximal effect; some results filed as inactive show a strong effect at the top dose
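CellTiter-Glo luminescence gave cytotoxicity after 18 hours at 37 degrees C. The cells were HepG2 CAGA-GFP in 1% FBS DMEM, stimulated with 500 pg/mL TGF-beta after compound addition. %Activity was normalised to no-cell wells (complete cell-killing) and DMSO (no toxicity), and curves were fitted and classified.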
ATXN2 expr inh = reduces ATXN2 reporter expression in HEK-293 cells | actives 0.72% (n = 360,000) | HEK-293 ATXN2-luciferase reporter, luminescence, 24 h | Potency, µM (top dose mostly 57 µM), inactives show at the highest dose activity change, negative = inhibition, hits mostly inhibitors; note: potency is the fitted concentration of half-maximal effect; % is set by controls: 0 for no effect and ±100 for the full control effect; nearly all actives have a fitted effect of over 55% in size
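ATXN2-luciferase reporter cells (luciferase flanked by upstream and downstream ATXN2 gene portions) were treated 24 h at 37 °C with compounds at up to 57 uM. SteadyGlo luminescence gave expression; GF-AFC fluorescence gave viability.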
MCF10A rerep = inducers of DNA re-replication in MCF 10A breast cells; MCF 10A DNA re-replication, Hoechst nuclear intensity, 48 h; Potency, µM (doses to about 46.1 µM), for the others: at the highest dose activity, positive = re-replication, actives largely listed as activators; actives 2.9% (n = 350,000); AID 624296; note: potency is the fitted concentration of half-maximal effect; % of control where 0% means no effect; nearly all actives have a fitted effect of over 50% in size
IL-1B inflam inh = inflammasome signaling inhibition, IL-1 beta readout; THP-1 LPS/ATP IL-1B secretion, AlphaLISA, 16 h; stronger effect = lower value; activity change, % at 57.5 µM; actives 4.7% (n = 360,000); AID 743279; in the data active = activity change below about -50%; inconclusive = mostly about -30% to -49%; note: % is set by controls: 0 for no effect and ±100 for the full control effect
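THP-1 cells pretreated 1 hr with compounds (up to 57.5 uM final), then stimulated with LPS (250 ng/mL final) plus ATP (1.25 mM final); secreted IL-1B measured by AlphaLISA after 16 hr, decreased signal indicating inhibition.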
KB-3-1 tox = KB-3-1 parental cell cytotoxicity. KB-3-1 viability, CellTiter-Glo ATP luminescence, 72 h. Potency, µM (series often up to 46.1 µM), for the others: at the highest dose activity change, negative = cytotoxic, most hits filed as cytotoxic. actives 1.4% (n = 400,000). AID 1347075; note: potency is the fitted concentration of half-maximal effect; % is set by controls: 0 for no effect and ±100 for the full control effect; nearly all actives have a fitted effect of over 60% in size
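72 h, 37 °C compound treatment of KB-3-1 parental cells; CellTiter-Glo added, 10 min, luminescence read. Data corrected against DMSO-only plates and normalized before curve fitting.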
An asterisk follows results filed as active; i = inactive; ? = inconclusive; . = no result given; [ ] = remark or other dose. Unless noted, calls come from the whole dose curve; as a rule, active = well fitted curve in the direction sought with a large enough effect; inconclusive = small, poorly fitted or top-dose-only effect, or another doubt; inactive = no such curve, though single readings can be large; an effect the other way counts as inactive or inconclusive. Rows were taken by chance; about 8.9% have a hit in one of these screens.

SMILES	S2 tox	HT1080 IDH1KD tx	HT1080NT lethal	SW480 rerep	HepG2 tox	ATXN2 expr inh	MCF10A rerep	IL-1B inflam inh	KB-3-1 tox
CCC(=O)N1CCc2cc(S(=O)(=O)CCC(=O)NCCc3ccc(OC)c(OC)c3)ccc21	i	3%	2%	-3%	1%	1%	6%	-9	27%
COC(=O)c1ccc(COC(=O)C2CC(O)CN2S(=O)(=O)c2ccc([N+](=O)[O-])cc2)cc1 (configuration not stated)	i	6%	5%[9.24 µM]	?	-31%	2%	-4%	45	7%
O=C(c1ccc2oc(CCc3ccccc3)nc2c1)N1CCC(O)CC1	i	13%	1%	0%	3%	3%	2%	19	7%
O=C(C1CCN(S(=O)(=O)c2cccc3nonc23)CC1)N1CCCCC1	i	2%	-1%	-2%	-2%	3%	-1%	16	8%
C=CCC(O)(CC=C)CNC(=O)C1CCC(=O)N(CCCc2ccccc2)C1 (configuration not stated)	i	-3%	-7%	-5%	13%	-8%	-7%	35	-2%
CC(=O)OC1CCC2(C)C(=CCC3C4CC(=O)N(O)C(=O)C4(C)CCC32)C1 (configuration not stated)	i	26µM*	?	?	-4%	11%	-1%	-9	?
O=C(Cn1nc(C(=O)O)c2ccccc2c1=O)NC12CC3CC(CC(C3)C1)C2	i	10%	6%	7%	3%	-19%	?	22	13%
O=C(CSc1nnc(NC(=O)c2ccco2)s1)Nc1ccccc1	i	1%	3%	-3%	5%	.	4%	23	6%
Cc1cc(C)n(C(=O)CNC(=O)COc2ccccc2)n1	i	17%	18%	-5%	-7%	2%	-3%	14	0%
COc1ccc(NS(=O)(=O)c2ccc3c(c2)CCC(=O)N3)cc1O	i	-4%	0%	-419%[inhibitor]	5%	15%	3%	1	2%
CC1CCCC(NC(=O)C2CCCN2S(=O)(=O)c2cccc3nsnc23)C1C (configuration not stated)	i	3%	0%	0%	16%	-12%	2%	-3	-2%
Cc1cc(C)n2ncnc2n1	.	-4%	-4%	-10%	-29%	.	-1%	4	-6%
Cc1ccc(NC(=O)N2CCCC(c3ccccc3)C2)cc1 (configuration not stated)	i	-2%	-3%	-7%	-1%	7%	-1%	-22	1%
O=C(Cn1ncn2nc(-c3cccs3)cc2c1=O)NCc1ccc(Cl)cc1	i	.	.	.	1%	-5%	.	.	-2%
O=C1NC(=O)/C(=C\c2ccccc2OCc2ccc([N+](=O)[O-])cc2)N1	i	-14%	-7%	-2%	-13%	-10%	-3%	0	0%

Two neighbouring compounds already listed:
SMILES	S2 tox	HT1080 IDH1KD tx	HT1080NT lethal	SW480 rerep	HepG2 tox	ATXN2 expr inh	MCF10A rerep	IL-1B inflam inh	KB-3-1 tox
O=C(Cn1nc(C(=O)O)c2ccccc2c1=O)NC12CC3CC(CC(C3)C1)C2	i	10%	6%	7%	3%	-19%	?	22	13%
O=C(CSc1nnc(NC(=O)c2ccco2)s1)Nc1ccccc1	i	1%	3%	-3%	5%	.	4%	23	6%

Remaining list, next part
SMILES	S2 tox	HT1080 IDH1KD tx	HT1080NT lethal	SW480 rerep	HepG2 tox	ATXN2 expr inh	MCF10A rerep	IL-1B inflam inh	KB-3-1 tox
Cc1cc(-n2nnc3ccccc32)nc2ccccc12	i	13%	-5%	4%	-21%	14%	6%	25	-6%
CCn1cc(C(=O)O)c(=O)c2cc(F)c(N3CCN(C(=S)NC(=O)c4ccc(F)c(F)c4)CC3)cc21	i	-1%	-1%	-3%	-43%	.	19%	11	-8%
Cc1ccccc1NC(=O)c1c(C)[nH]c(=S)c(C#N)c1-c1ccco1	i	1%	-9%	-2%	-3%	-1%	0%	8	4%
COc1ccc(NC(=O)COc2ccc(C)cc2)c([N+](=O)[O-])c1	i	5%	4%	1%	2%	32%	2%	-18	4%
CCCCC/C=C/C1=CC(=O)C[C@H](c2ccc(Cl)cc2)C1	i	3%	5%	-8%	-15%	-7%	4%	?	4%
S=C(NCc1ccccc1)N1CCN(C2CCCCC2)CC1	i	-10%	-2%	17%	-14%	-11%	?	-6	1%
Cc1nc(NC(=O)CSc2cc(C)c3ccccc3n2)c(Cl)cc1Cl	i	?	?	3%	-39%	20%	?	11	?
O=C(COC(=O)c1ccco1)Nc1ccccc1[N+](=O)[O-]	i	12%	14%	-4%	15%	-15%	1%	22	-9%
Cc1cc(OCC(=O)NCc2ccccn2)c2c(C)c(C)c(=O)oc2c1	i	0%	2%	0%	-2%	-15%	2%	-6	0%
O=[N+]([O-])c1cc(S(=O)(=O)NCCc2ccccn2)ccc1Cl	i	15%	-10%	18%	21%	-5%	?	-65*	.
CCCn1nnnc1NCc1ccccc1F	i	25%	2%	11%	-13%	-4%	-5%	-2	-6%
Cc1ccc(CN2CCN(Cc3ccncc3)CC2CCO)o1 (configuration not stated)	i	16%	13%	6%	-17%	0%	2%	-8	4%
COc1ccc(C(=O)Nn2c(SCC(=O)NCc3ccco3)nc3ccccc3c2=O)cc1	i	?	?	-2%	-26%	?	1%	-22	?
CC1=CC2C(C(O)CC3(C)C2CC(C)C32OCOC23COCO3)C2(C)C/C(=C\O)C(=O)C=C12 (configuration not stated)	.	7.3µM*	18µM*	15µM*	11µM*	?	4.6µM*	-104*	?
COc1ccc(-n2c(=O)c3ccccc3n(CC(=O)c3ccccc3)c2=O)cc1OC	i	-1%	0%	18%	12%	.	0%	-13	0%
O=C(O)COc1ccccc1/C=C1\C(=O)Nc2ccc(Br)cc21	i	6%	1%	-8%	-4%	8%	-16%	29	-3%
Clc1c(-c2nnc3n2CCC3)sc2ccccc12	i	-3%	7%	-9%	-26%	17%	0%	?	0%
O=C(CCN1CCCCCC1)Nc1cccc(Cl)c1	i	1%	-7%	7%	-24%	-3%	5%	-6	-7%
CC(NC(=S)Nc1ccc([N+](=O)[O-])cc1)c1ccncc1 (configuration not stated)	i	-30%	-28%	12%	-24%	-32%	-15%	-24	-24%
CC(C)c1ccc(CNc2ncccn2)cc1	i	9%	4%	1%[9.22 µM]	14%	41%[activator]	0%	-12	5%
CCCN(Cc1nnc(-c2ccccc2Cl)o1)C(=O)c1cc([N+](=O)[O-])cc([N+](=O)[O-])c1	i	-7%	-15%	5%	-13%	-12%	-9%	-8	-2%
Cc1ccc(NC(=O)Cn2c(=O)n(CCCCC(=O)NCc3ccc4c(c3)OCO4)c(=O)c3ccccc32)cc1	i	.	.	.	5%	0%	.	.	-6%
c1ccc(CNc2ncn[nH]2)cc1	?	8%	3%	.	-17%	.	.	19	0%
CCOC(=O)c1nnc(-c2cccs2)nc1NC(C)C	i	0%	11%	0%	-23%	-10%	10%	29	5%
CN(C(=O)c1ccccc1C(=O)OCC(=O)Nc1ccc(S(N)(=O)=O)cc1)c1ccccc1	i	19%	15%	?	0%	15%	12%	-6	8%
O=C1CCC(=O)N1c1cccc(OS(=O)(=O)c2ccccc2)c1	i	4%	4%	-10%	2%	6%	-16%	9	16%
OC(c1ccc(F)cc1)c1nc(/C=C/c2ccccc2)cs1 (configuration not stated)	i	?	?	.	-25%	20%	.	8	0%
CCNC(=S)NS(=O)(=O)c1ccc(F)cc1	i	3%	-3%	-5%	-1%	-1%	?	8	20%
COc1cc(OC)c(C2CC(=O)N3CN(c4ccccc4)CSC3=C2C#N)cc1OC (configuration not stated)	i	-3%	5%	-1%	-18%	1%	-2%	4	29%
O=C(CCc1nc2ccccc2[nH]1)Nc1ccc2c(c1)OCCO2	i	-2%	-1%	-4%	3%	5%	3%	-6	5%
Cc1cc(OCCCn2ccnc2)ccc1C(C)C	i	-2%	5%	-1%	-17%	-9%	24%	-21	-8%
CCCNC(=O)NCCC12CC3CC(CC(C3)C1)C2	i	3%	2%	-7%	-31%	22%[11.3 µM]	20%	13	13%
CC1(C(=O)Nc2ccc3c(c2)OCO3)CCN1C(=O)CCC1CCCC1 (configuration not stated)	i	-3%	14%	.	-14%	12%	.	0	0%
Cc1nc2ncnn2c(C)c1CCC(=O)NC(C)CCc1ccco1 (configuration not stated)	.	0%	0%	-4%	1%	.	0%	-4	4%
CC1=C(C(=O)OCC2CCCO2)C(c2ccncc2)C2=C(CC(C)(C)CC2=O)N1 (configuration not stated)	i	-1%	2%	-6%	-1%	-7%	-1%	0	1%
CCc1ccc(NC(=O)Cc2c(C(=O)O)c(C)cn2C)cc1	i	.	.	.	-26%	5%	.	.	-4%
COC(=O)Cn1c2ccccc2c2nc(C)sc21	i	-3%	5%	-1%	-2%	1%	-2%	36	-1%
Cc1cccc(C(=O)NCc2ccco2)c1	i	5%	5%	-5%	5%	3%	-18%	12	14%
CNS(=O)(=O)c1cccc(C(=O)OCC(=O)c2c(N)n(Cc3ccccc3)c(=O)n(C)c2=O)c1	i	-9%	-7%	-2%	-12%	1%	3%	21	-22%
CCCCn1c(N)c(N(CCOC)C(=O)c2ccc(-c3ccc(C(C)=O)cc3)o2)c(=O)[nH]c1=O	i	3%	8%	2%	0%	39%[activator]	7%	17	0%
Cc1ccc(-c2csc3ncnc(NCCN4CCOCC4)c23)cc1	i	-20%	-28%	17%	-33%	12%	?	-65*	4%
CCC(=O)N1CCc2cc(S(=O)(=O)NCCC(=O)N3CCc4ccccc4C3)ccc21	i	-1%	0%	1%	-21%	-8%	5%	28	-19%

Fetched by structure from the entries so far, 2 records:
SMILES	S2 tox	HT1080 IDH1KD tx	HT1080NT lethal	SW480 rerep	HepG2 tox	ATXN2 expr inh	MCF10A rerep	IL-1B inflam inh	KB-3-1 tox
Cc1ccccc1NC(=O)c1c(C)[nH]c(=S)c(C#N)c1-c1ccco1	i	1%	-9%	-2%	-3%	-1%	0%	8	4%
O=[N+]([O-])c1cc(S(=O)(=O)NCCc2ccccn2)ccc1Cl	i	15%	-10%	18%	21%	-5%	?	-65*	.
